Bioassay records (PubChem BioAssay)
CXCR6 block: CXCR6 (human) receptor inhibition; CHO-K1 PathHunter CXCR6 beta-arrestin, luminescence; inhibition, % at 20 µM; AID 602244; actives 0.36% (n = 360,000); in the data active = inhibition above about 34%, passing the limit was not always enough;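 also: antagonist mode with CXCL16 agonist at 10 nM final; 0% = 10 nM CXCL16 with DMSO and 100% = unstimulated wells without agonist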
Target sequence (O00574 whole entry, looked up): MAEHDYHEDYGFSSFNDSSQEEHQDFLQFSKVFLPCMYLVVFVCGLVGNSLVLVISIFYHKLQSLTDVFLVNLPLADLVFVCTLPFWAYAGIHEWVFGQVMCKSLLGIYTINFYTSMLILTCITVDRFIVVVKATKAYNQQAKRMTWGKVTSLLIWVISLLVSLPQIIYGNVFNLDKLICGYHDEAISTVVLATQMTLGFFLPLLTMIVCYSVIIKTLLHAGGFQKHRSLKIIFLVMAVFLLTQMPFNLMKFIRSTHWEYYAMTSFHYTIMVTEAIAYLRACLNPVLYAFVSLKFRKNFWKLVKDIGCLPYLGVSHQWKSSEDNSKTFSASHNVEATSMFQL
GRIN3A LBD mod: NR3A (human) ligand-binding domain modulation | NR3A LBD differential scanning fluorimetry, Tm shift; 0% = protein alone, 100% = glycine-bound protein | Tm shift relative to glycine control, % at 25 µM | actives 2.5% (n = 340,000) | AID 1259313;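 active = melting temperature shift of at least 10% of the positive control shift, at one fixed dose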
CCR6 antag: CCR6 (human) receptor antagonism; AID 493098; P51684; actives 0.49% (n = 340,000); inhibition, % at 20 µM; CHO-K1 CCR6 PathHunter beta-arrestin, luminescence, CCL20-stimulated;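 active = compounds whose inhibition of the agonist-driven luminescence signal at 20 µM reaches about 50%, limit read from the data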;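 also: cells stimulated with CCL20 at 14 nM final; plate controls were DMSO with CCL20 for no effect and DMSO without agonist for full effect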
MPTP inh: inhibitors of mitochondrial permeability transition pore; isolated mouse mitochondria, Ca2+ swelling absorbance, 30 min; inhibition, % at 10 µM; actives 1.4% (n = 360,000); AID 602449;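 active = inhibition of 50% or more, scaled per plate between neutral and stimulator controls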;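 also: 0% = DMSO wells given calcium and 100% = 1 mM EGTA wells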
APOBEC3G inh: APOBEC3G (human) deaminase inhibition; Q9HC16; recombinant A3G, ssDNA deamination FAM/TAMRA fluorescence; inhibition, % at 20 µM; actives 0.28% (n = 330,000); AID 493012;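 active = inhibition of at least 40% at 20 µM, with no more than 30% in the related APOBEC3A deaminase screen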;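 also: plate controls were DMSO wells with A3G for no effect and wells lacking A3G enzyme for full effect; some compounds called inactive have numbers as strong as hits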
Gli-Sufu block: antagonists of Gli-Sufu signaling. Sufu-KO-LIGHT fibroblasts, Gli luciferase reporter luminescence. inhibition, % at 5 µM. actives 0.74% (n = 340,000). AID 588413;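 active = inhibition above about 55%, limit read from the data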;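 also: 0% = DMSO-treated cells and 100% = wells with medium but no cells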
APOBEC3A inh: inhibitors of human APOBEC3A DNA deaminase; recombinant A3A, FAM/TAMRA ssDNA deamination fluorescence; inhibition, % at 20 µM; actives 0.41% (n = 330,000); AID 493011;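 active = at least 40% inhibition at 20 µM here, with at most 30% in a related deaminase screen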;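 also: plate controls were A3A with DMSO for no effect and wells lacking A3A enzyme for full effect; some results filed as inactive read as strong as hits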
EBI2 block: EBI2 (human) antagonism. P32249. EBI2 beta-arrestin recruitment, luminescence, 7a,25-OHC stimulated. inhibition, % at 5 µM. actives 0.81% (n = 360,000); in the data active = inhibition above about 38%;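 also: enzyme fragment complementation signal reports receptor beta-arrestin coupling in cells; 0% = agonist plus DMSO wells and 100% = wells without agonist; some results beyond the cut were filed as inactive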
Target sequence (P32249 whole entry, looked up, the tested form may be a part): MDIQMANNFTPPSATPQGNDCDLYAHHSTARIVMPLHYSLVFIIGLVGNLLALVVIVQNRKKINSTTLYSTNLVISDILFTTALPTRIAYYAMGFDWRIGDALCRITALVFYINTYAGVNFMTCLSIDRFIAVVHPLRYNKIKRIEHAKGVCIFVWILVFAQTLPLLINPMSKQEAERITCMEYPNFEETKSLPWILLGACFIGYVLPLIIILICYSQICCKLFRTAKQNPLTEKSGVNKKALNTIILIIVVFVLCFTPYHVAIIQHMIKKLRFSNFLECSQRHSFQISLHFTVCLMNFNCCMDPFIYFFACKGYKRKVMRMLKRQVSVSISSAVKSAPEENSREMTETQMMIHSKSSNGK
The depositor's hits bear a star; . = no result given. Random draw from the library. Share with any hit: about 5.8%.

Abbreviations – A = CXCR6 block; B = GRIN3A LBD mod; C = CCR6 antag; D = MPTP inh; E = APOBEC3G inh; F = Gli-Sufu block; G = APOBEC3A inh; H = EBI2 block
> COc1ccc(NC(=O)CON=CC(=O)Nc2ccc(C)cc2)c(OC)c1
  A: -3 | B: 2 | C: -6 | D: 1.7 | E: -6 | F: -2 | G: -5 | H: -2
> COc1ccc(NS(=O)(=O)c2ccc(N3C(=O)CCC3=O)cc2)cc1
  A: -4 | B: -2 | C: -9 | D: 6.3 | E: -6 | F: -8 | G: -3 | H: -3
> O=C(CC1C(=O)NCCN1Cc1c(F)cccc1Cl)NC1CCCC1 (centres undefined)
  A: 1 | B: -2 | C: -3 | D: 0.9 | E: -6 | F: 2 | G: 1 | H: -2
> COc1cc(NC(=O)Nc2cccc(C(C)=O)c2)cc(OC)c1OC
  A: 0 | B: -3 | C: 1 | D: 8.0 | E: -3 | F: 0 | G: -1 | H: 3
> Cc1cc(C)c(NC(=O)CS(=O)CC(=O)NC2CCCc3ccccc32)c(C)c1 (centres undefined)
  A: -1 | B: 0 | C: -26 | D: -0.8 | E: -7 | F: 2 | G: -3 | H: 3
> O=C(Nc1nnc(C2=COCCO2)o1)c1ccc(F)cc1
  A: 4 | B: -1 | C: 4 | D: -1.5 | E: -6 | F: 3 | G: -3 | H: -1
> CCNC(=O)COC(=O)c1cc(C)n(-c2ccccc2)c1C
  A: -2 | B: 0 | C: 7 | D: -2.8 | E: -6 | F: -16 | G: -5 | H: -6
> COCC(=O)N1CCCc2ccccc21
  A: 0 | B: -3 | C: 5 | D: -1.3 | E: 4 | F: -3 | G: 1 | H: 3
> NC(=O)c1cc(S(=O)(=O)N2CCc3ccccc3C2)cs1
  A: 0 | B: 1 | C: 3 | D: 0.2 | E: -5 | F: -20 | G: 0 | H: 3
> O=C(c1cccc(C(F)(F)F)c1)C1CCCN(C(=O)CCCn2cncn2)C1 (centres undefined)
  A: -2 | B: 1 | C: -1 | D: 0.9 | E: 18 | F: -2 | G: -3 | H: -15
> Cc1csc(NC(=O)CSc2nc(=O)n(CCN(C)C)c3c2CCCC3)n1
  A: -2 | B: 2 | C: 3 | D: -2.6 | E: -4 | F: -1 | G: 0 | H: 2
> O=C(COC(=O)c1n[nH]c(=O)c2ccccc12)Nc1ccccc1
  A: 3 | B: 0 | C: 11 | D: -0.6 | E: -10 | F: 4 | G: -3 | H: 9
> O=C(COC(=O)CNC(=O)c1ccccc1)NCCCc1ccccc1
  A: 6 | B: 0 | C: -8 | D: -1.6 | E: -3 | F: 0 | G: -1 | H: -5
> Cc1ccc(CNC(=O)COC(=O)CCOc2ccc(C)cc2)cc1
  A: -4 | B: -1 | C: 10 | D: -0.7 | E: -7 | F: -11 | G: 4 | H: 9
> O=C(Cc1ccc(NC(=O)C2CCCN(C(=O)C3CCCCC3)C2)cc1)Nc1cccc(C(=O)N2CCCCC2)c1 (centres undefined)
  A: -6 | B: 2 | C: 4 | D: -1.4 | E: . | F: -3 | G: . | H: -1
> COc1cc(-c2cc(=O)c3ccccc3o2)ccc1O
  A: 3 | B: -3 | C: 2 | D: -0.6 | E: 2 | F: -18 | G: 11 | H: -4
> O=C(c1cn(-c2ccccc2)nc1-c1ccccc1)n1nnc2ccccc21
  A: 1 | B: 0 | C: 12 | D: -0.8 | E: -2 | F: -7 | G: 0 | H: -6
> CN(Cc1nc(-c2cnccn2)no1)Cc1n[nH]c2c1CCCC2
  A: 0 | B: 1 | C: 10 | D: -2.3 | E: . | F: 3 | G: . | H: -4
> COc1ccccc1NC(=O)c1cc(Cl)nc2ccccc12
  A: 10 | B: -1 | C: -10 | D: 0.7 | E: -9 | F: -3 | G: -5 | H: 1
> O=C(CCNC(=O)c1ccccc1Cl)Nc1ccc(S(=O)(=O)Nc2nccs2)cc1
  A: -2 | B: 0 | C: -3 | D: 0.4 | E: -3 | F: 3 | G: -3 | H: -1
> CCN(CC)CCN(C(=O)c1ccc([N+](=O)[O-])cc1)c1nc2ccc(OC)cc2s1
  A: 1 | B: -1 | C: 7 | D: 1.8 | E: -5 | F: 3 | G: 1 | H: 0
> CCOC(=O)CC(=O)CSc1nc2c(C)c(C)ccc2cc1C
  A: -3 | B: 2 | C: 9 | D: 0.0 | E: -5 | F: 4 | G: -1 | H: -7
> N#Cc1ccccc1OCC(=O)Nc1cc(S(=O)(=O)N2CCCCC2)ccc1N1CCOCC1
  A: -3 | B: 0 | C: 7 | D: 0.7 | E: . | F: 12 | G: . | H: -8
> COc1ccc(-c2cc3ccc(OCC(N)=O)cc3oc2=O)cc1OC
  A: -2 | B: 0 | C: 1 | D: 1.0 | E: -5 | F: 8 | G: -7 | H: -9
> CC(C)CC(NC(=O)OC(C)(C)C)c1cn([C@@H](CCC(=O)OC(C)(C)C)C(=O)N2CCN(C(=O)OC(C)(C)C)CC2)nn1 (some centres undefined)
  A: -4 | B: -3 | C: 15 | D: 0.9 | E: -5 | F: 10 | G: 0 | H: 15

Complete entries, quoted from the list:
COc1cc(NC(=O)Nc2cccc(C(C)=O)c2)cc(OC)c1OC is entered as CXCR6 block: 0; GRIN3A LBD mod: -3; CCR6 antag: 1; MPTP inh: 8.0; APOBEC3G inh: -3; Gli-Sufu block: 0; APOBEC3A inh: -1; EBI2 block: 3
O=C(Nc1nnc(C2=COCCO2)o1)c1ccc(F)cc1 is entered as CXCR6 block: 4; GRIN3A LBD mod: -1; CCR6 antag: 4; MPTP inh: -1.5; APOBEC3G inh: -6; Gli-Sufu block: 3; APOBEC3A inh: -3; EBI2 block: -1
Cc1ccc(CNC(=O)COC(=O)CCOc2ccc(C)cc2)cc1 is entered as CXCR6 block: -4; GRIN3A LBD mod: -1; CCR6 antag: 10; MPTP inh: -0.7; APOBEC3G inh: -7; Gli-Sufu block: -11; APOBEC3A inh: 4; EBI2 block: 9

More results follow:
Abbreviations – A = CXCR6 block; B = GRIN3A LBD mod; C = CCR6 antag; D = MPTP inh; E = APOBEC3G inh; F = Gli-Sufu block; G = APOBEC3A inh; H = EBI2 block
> CC(=O)Nc1cc(NC(C)=O)c2nc(N)sc2c1
  A: 1 | B: 1 | C: -3 | D: -1.0 | E: -8 | F: -1 | G: -4 | H: -14
> O=C(COc1ccc(-n2cnnn2)cc1)Nc1ccccc1Cl
  A: -8 | B: -4 | C: -5 | D: -0.4 | E: 6 | F: -5 | G: 10 | H: -7
> Cc1cc(C)c2c3c(sc2n1)C(c1cccc(F)c1)C(C#N)=C(N)O3 (centres undefined)
  A: 6 | B: -3 | C: 45 | D: 2.6 | E: 0 | F: 0 | G: 6 | H: 22
> Cc1nn(Cc2ccc(F)cc2)c(Cl)c1/C=N/NC(=O)c1cccnc1
  A: -11 | B: -2 | C: 5 | D: -0.5 | E: -2 | F: -4 | G: 0 | H: -1
> Brc1ccc(-c2nn3c(Cc4ccccc4)nnc3s2)o1
  A: -2 | B: -3 | C: 7 | D: -1.1 | E: -6 | F: 7 | G: -5 | H: 8
> CCN1CCN(c2c(S(=O)(=O)c3ccc(C)c(C)c3)cnc3ccc(F)cc23)CC1
  A: 14 | B: -11 | C: 8 | D: 1.8 | E: -4 | F: -9 | G: 1 | H: 8
> CCCc1c(C(=O)N/N=C/c2ccc(OC)c(OCc3ccccc3)c2)nnn1-c1nonc1N
  A: 0 | B: 37* | C: 6 | D: 1.3 | E: -5 | F: -1 | G: -5 | H: 34

Results in MPTP inh (3 entries from above):
| compound | MPTP inh |
| --- | --- |
| CC(=O)Nc1cc(NC(C)=O)c2nc(N)sc2c1 | -1.0 |
| O=C(COc1ccc(-n2cnnn2)cc1)Nc1ccccc1Cl | -0.4 |
| Cc1cc(C)c2c3c(sc2n1)C(c1cccc(F)c1)C(C#N)=C(N)O3 (centres undefined) | 2.6 |
